Screens deposited in PubChem BioAssay by Sanford-Burnham Center for Chemical Genomics.
aDG glyco up: increases alpha dystroglycan glycosylation | 360,000 tested, 0.22% active | AID 624168 | activation, % at 10 µM | Pro5-aDG cells, alpha-DG glycosylation AlphaScreen (IIH6); 0% Pro5, 100% B10-LARGE cell signal;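 active = activation of at least 8% versus controls, or a plate z-score of at least 8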;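 note: Pro5 are CHO cells carrying HIG-tagged alpha-DG that lacks glycosylation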
HIF-2a block: blocks HIF-2a reporter activity | AID 624352 | 786-0 RCC cells HIF-2a reporter, luciferase luminescence, overnight | inhibition, % at 18.8 µM | 360,000 tested, 0.72% active;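 active = inhibition of the luminescence signal of 40% or more relative to plate controls, in a single-dose primary screen at 18.75 µM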
An asterisk follows results filed as active. The list is partial, so the mix of outcomes need not match the whole.

molecule	aDG glyco up	HIF-2a block
CC(C)(C)OC(=O)Nc1ccccc1-n1nnnc1C(C(=O)c1ccccc1)N1CCN(c2ccccn2)CC1 (stereo unspecified)	-0.2	-21.7
COc1cccc(C(=O)Nc2ccc3c(c2)OC[C@H](C)N(CCc2ccccc2)C[C@@H](C)[C@@H](OC)CN(C)C3=O)c1	0.1	0.2
COC(=O)C[C@@H]1OC[C@H](Cc2ccccc2)N1S(=O)(=O)c1ccc(C)cc1	-0.1	-0.6
CO[C@@H]1CN(C)C(=O)c2cc(NC(=O)NC3CCCCC3)ccc2OC[C@@H](C)N(CC2CCOCC2)C[C@@H]1C	-0.1	6.4
Cc1cccc(C)c1NC(=O)C1(C)CSCC(=O)N1Cc1cccc(F)c1 (stereo unspecified)	0.2	3.4
CC(C)(C)N1C(=O)c2ccccc2NC(=O)C1C(=O)Nc1ccc2c(c1)OCCO2 (stereo unspecified)	0.0	-37.1
Cc1cccc(C)c1NC(=O)C(c1ccncc1)n1c(=O)c(-c2cc3ccccc3[nH]2)nc2ccccc21 (stereo unspecified)	0.9	-156.0
CCCCNC(=O)C(NC(=O)c1ccc(-c2ccccc2)cc1)C(=O)c1ccccc1 (stereo unspecified)	-0.1	-27.9
CCCCNC(=O)C[C@@H]1C[C@@]2(C(=O)OCC)CCCC=C2N(Cc2ccccc2)C1=O	0.0	0.0
CC(=O)C[C@@H]1OC[C@H](C(C)C)N1S(=O)(=O)c1ccc(C)cc1	-0.3	9.5
CCCCCNC(=O)C(C1CC1)n1c(=O)c(-c2cc3ccccc3[nH]2)nc2ccccc21 (stereo unspecified)	0.7	16.3
COCCCNC(=O)C[C@@H]1C[C@@]2(C(=O)OC)CCCCC=C2N(CCc2ccc(OC)c(OC)c2)C1=O	-0.3	7.3
Nc1sc(-c2ccccc2)cc1C(=O)N1CCNCC1	-0.2	-12.0
Cc1ccc(S(=O)(=O)N2CC(CO)=CCC2c2ccccc2)cc1 (stereo unspecified)	0.1	7.8
Cc1cccc(C)c1NC(=O)C(c1ccccc1)n1c(=O)c(-c2cc3ccccc3[nH]2)nc2ccccc21 (stereo unspecified)	2.0	-51.6

Continuation.
molecule	aDG glyco up	HIF-2a block
CCCCCCCCN1C(=O)[C@H](CC(=O)NCCCOCCCC)C[C@@]2(C(=O)OC)CC(C)(C)CC=C12	0.0	1.7
COc1cc(C(=O)C(=O)N2CCN(c3ccccc3)CC2)cc(OC)c1OC	0.2	8.4
O=C(C(=O)N(C1CCCCC1)C1CCCCC1)c1ccccc1	0.0	-13.4
O=C(NCc1ccccc1)C(c1ccccc1F)n1c(=O)c(-c2ccco2)nc2ccccc21 (stereo unspecified)	-0.2	-1.2
CCOC(=O)C1=CCC(c2cc3ccccc3[nH]2)NC1 (stereo unspecified)	0.0	-234.2
O=C(NC1CCCCC1)C(CCc1ccccc1)n1c(=O)c(-c2ccccc2)nc2ccccc21 (stereo unspecified)	-0.4	9.6
COc1ccc(C(=O)C(=O)N2CCN(c3ccc(C)cc3)CC2)cc1OC	0.0	5.6
CCCCCNC(=O)C(C1CC1)n1c(=O)c(-c2ccccc2)nc2ccccc21 (stereo unspecified)	-0.3	14.7
Cc1cccc(C)c1NC(=O)C(c1ccccc1)N1CCN(C)CC1 (stereo unspecified)	0.0	4.6
COC(=O)[C@@]12C[C@@H](CC(=O)N3CCOCC3)C(=O)N(CCc3ccc(OC)c(OC)c3)C1=CCC(C)(C)C2	-0.1	1.5
C=CCn1nc(C(=O)Nc2ccc(OC)cc2)cc1-c1sc(NC(=O)c2ccccc2)nc1C	0.4	-20.9
CCCCCCCCN1C(=O)[C@H](CC(=O)NCc2cccc3ccccc23)C[C@@]2(C(=O)OCC)CCC=C12	0.6	9.5
COC(=O)C1(C(=O)OC)C[C@H](/C=C/c2ccccc2)N(Cc2ccccc2OC)[C@@H]1c1cccc(Br)c1	-0.1	13.8
CCCNC(=O)C[C@H]1CC[C@@H]2[C@H](COC[C@@H](O)CN2C(=O)c2ccccn2)O1	-0.1	2.4
CCC(CC)C(C(=O)NCc1ccccc1)N(C)Cc1ccc(Cl)c(Cl)c1 (stereo unspecified)	0.5	4.9

Of the compounds above, these have a halogen.
molecule	aDG glyco up	HIF-2a block
Cc1cccc(C)c1NC(=O)C1(C)CSCC(=O)N1Cc1cccc(F)c1 (stereo unspecified)	0.2	3.4
O=C(NCc1ccccc1)C(c1ccccc1F)n1c(=O)c(-c2ccco2)nc2ccccc21 (stereo unspecified)	-0.2	-1.2
COC(=O)C1(C(=O)OC)C[C@H](/C=C/c2ccccc2)N(Cc2ccccc2OC)[C@@H]1c1cccc(Br)c1	-0.1	13.8
CCC(CC)C(C(=O)NCc1ccccc1)N(C)Cc1ccc(Cl)c(Cl)c1 (stereo unspecified)	0.5	4.9

Additional entries follow.
molecule	aDG glyco up	HIF-2a block
Cc1cccc(C)c1NC(=O)C1(C)CSCC(=O)N1CCc1ccccc1 (stereo unspecified)	-0.2	-13.4
O=C(C(=O)N1CCC(Cc2ccccc2)CC1)c1cccc(Br)c1	-0.1	4.3
COc1ccc(N2c3ccccc3CN(Cc3ccccc3)[C@@H](C)[C@H]2Cc2ccc(-c3ccccc3)cc2)cc1	-0.2	-7.8
CC(C)CN1C(=O)CSCC1(C)C(=O)NCc1ccccc1 (stereo unspecified)	-0.1	-2.0
COC(=O)C[C@@H]1C=C[C@H](NC(=O)Nc2ccc(F)cc2)[C@@H](CO)O1	-0.3	-1.0
O=c1c(-c2ccccc2)nc2ccccc2n1C(CCc1ccccc1)c1nc2ccccc2[nH]1 (stereo unspecified)	0.0	-0.6
Cc1ccc([C@H]2C(C(=O)O)=CCN2S(=O)(=O)c2ccc(C)cc2)cc1	-0.2	1.0
COc1ccc(O)cc1CN1CCN(c2ncc(Cc3ccccc3)cn2)CC1	-0.1	-6.6
CC(C)CNC(=O)C1C(=O)Nc2ccccc2C(=O)N1C(C)(C)C (stereo unspecified)	-0.1	9.4
CCCCOCCCNC(=O)C[C@@H]1C[C@@]2(C(=O)OC)CC(C)(C)CC=C2N(Cc2cccc3ccccc23)C1=O	-0.3	-6.9
CCCCCCCCN1C(=O)[C@H](CC(=O)N2CCCCC2)C[C@@]2(C(=O)OC)CC(C)(C)CC=C12	0.0	-1.2
Cc1cccc(C)c1NC(=O)C(C1CC1)n1c(-c2ccc(-c3ccccc3)cc2)nc2ccccc21 (stereo unspecified)	0.0	-7.3
COC(=O)[C@@]12C[C@@H](CC(=O)NCCCCc3ccccc3)C(=O)N(CCc3ccc(OC)c(OC)c3)C1=CCC(C)(C)C2	1.0	-3.9
O=C(Nc1ccc(F)cc1)C(c1cc2ccccc2o1)N1CCN(c2ccncc2)CC1 (stereo unspecified)	0.2	-16.3
COC(=O)C[C@H]1CC[C@H](NC(=O)Nc2ccccc2)[C@@H](CO)O1	0.2	1.7

Remaining list, next part
molecule	aDG glyco up	HIF-2a block
COC(=O)C[C@H]1C=C[C@H](NC(=O)Nc2ccccc2)[C@@H](CO)O1	1.6	0.1
O=C1C=C(OCCF)CC(c2cccc(Cl)c2)O1 (stereo unspecified)	0.1	9.2
COC(=O)C[C@H]1C=C[C@@H](NS(=O)(=O)c2ccccc2)[C@@H](CO)O1	-0.1	12.0
CCCCCCCCN1C(=O)[C@H](CC(=O)NCc2ccccc2)C[C@@]2(C(=O)OCC)CCC=C12	0.1	2.7
CC1(C)CC(Cc2ccc(C(F)(F)F)cn2)N(C(=O)OC(C)(C)C)C1 (stereo unspecified)	0.8	3.6
CC1(C(=O)Nc2ccc3c(c2)OCCO3)CN(S(C)(=O)=O)CC(=O)N1Cc1ccco1 (stereo unspecified)	3.5	-0.5
COC(=O)[C@]12CCCCC=C1N(CCc1ccc(OC)c(OC)c1)C(=O)[C@H](CC(=O)N1CCN(C(=O)C3CC3)CC1)C2	-0.3	9.3
CCc1c(-c2cccc(Br)c2)ncn1Cc1cccc(-c2ccccc2)c1	0.2	-8.4
N#Cc1cccnc1N1CCN(C(C(=O)NC2CCCC2)c2ccc(F)cc2)CC1 (stereo unspecified)	0.1	-1.7
Cc1ccc(S(=O)(=O)N2[C@@H](CO)CO[C@H]2CC(=O)OCc2ccccc2)cc1	2.8	0.2
CO[C@@H]1CN(C)C(=O)c2cc(NC(=O)C3CC3)ccc2OC[C@H](C)N(C(=O)CN2CCOCC2)C[C@@H]1C	0.1	7.4
CCC(C(=O)NC1CCCC1)n1c(C2CC2)nc2ccccc21 (stereo unspecified)	-0.1	-3.8
CCC(c1nc2ccccc2[nH]1)n1c(-c2cccnc2)nc2ccccc21 (stereo unspecified)	-0.2	11.1
Cc1cccc(C)c1NC(=O)C(c1ccc(C(F)(F)F)cc1)n1c(=O)c(-c2cc3ccccc3[nH]2)nc2ccccc21 (stereo unspecified)	1.8	-10.3
CC(=O)[C@H]1CC[C@@H](c2ccccc2)N(S(=O)(=O)c2ccc(C)cc2)C1	0.1	3.9

(next part)
molecule	aDG glyco up	HIF-2a block
Cn1cc([C@]2(O)C(=O)Nc3c(F)cccc32)c2ccccc21	0.8	11.8
O=C(NCc1ccccc1)C1C(=O)Nc2ccccc2C(=O)N1c1ccc2c(c1)OCCO2 (stereo unspecified)	-0.1	-70.4
COC(=O)[C@@]12C[C@@H](CC(=O)NCCCN3CCCC3=O)C(=O)N(Cc3ccccc3)C1=CCC(C)(C)C2	0.0	5.8
Nc1sc(-c2ccccc2)cc1C(=O)NCCc1ccc(Cl)cc1	-0.3	-17.0
CCCCCCCCN1C(=O)[C@H](CC(=O)NCCCC)C[C@@]2(C(=O)OC)CC(C)(C)CC=C12	0.1	11.7
Cc1ccc(S(=O)(=O)N2C3CCCCC3O[C@H]2CC(=O)Oc2ccccc2)cc1 (stereo partly specified)	1.7	1.3
COc1ccc(C(C(=O)NCc2ccccc2)n2c(=O)c(-c3cc4ccccc4[nH]3)nc3ccccc32)cc1 (stereo unspecified)	1.7	-60.1
CCCCCCCCN1C(=O)[C@H](CC(=O)NCc2ccccc2)C[C@@]2(C(=O)OC)CC(C)(C)CC=C12	0.0	-0.7
O=C(Nc1ccc(F)cc1)N[C@@H]1CC[C@@H](CCn2cc(-c3ccc(F)cc3)nn2)O[C@@H]1CO	0.0	-14.8
CSCCC(c1nc2ccccc2[nH]1)n1c(-c2ccc(C)cc2)nc2ccccc21 (stereo unspecified)	0.2	-57.1
COC(=O)C1=CN(c2ccccc2OC)C(N)=C(C#N)C1c1cccc([N+](=O)[O-])c1 (stereo unspecified)	0.1	-9.5
COC(=O)[C@@]12C[C@@H](CC(=O)NCCCCc3ccccc3)C(=O)N(Cc3ccc4c(c3)OCO4)C1=CCC(C)(C)C2	0.2	-4.1
Cc1ccc(S(=O)(=O)N2C3CCCCC3O[C@H]2CC(=O)OCc2ccccc2)cc1 (stereo partly specified)	0.0	3.5
CSCCC(C(=O)NCc1ccccc1)n1c(C2CCN(C(C)=O)CC2)nc2ccccc21 (stereo unspecified)	-0.2	-24.2
CN(C)Cc1cn(CC[C@@H]2CC[C@@H](NC(=O)Nc3ccccc3F)[C@@H](CO)O2)nn1	-0.1	7.9

Some values from the results shown:
aDG glyco up result of `COC(=O)[C@@]12C[C@@H](CC(=O)NCCCN3CCCC3=O)C(=O)N(Cc3ccccc3)C1=CCC(C)(C)C2` stands at 0.0
HIF-2a block result of `CSCCC(C(=O)NCc1ccccc1)n1c(C2CCN(C(C)=O)CC2)nc2ccccc21` (stereo unspecified) stands at -24.2
aDG glyco up result of `Nc1sc(-c2ccccc2)cc1C(=O)NCCc1ccc(Cl)cc1` stands at -0.3
aDG glyco up result of `COC(=O)C1=CN(c2ccccc2OC)C(N)=C(C#N)C1c1cccc([N+](=O)[O-])c1` (stereo unspecified) stands at 0.1
HIF-2a block result of `O=C(NCc1ccccc1)C1C(=O)Nc2ccccc2C(=O)N1c1ccc2c(c1)OCCO2` (stereo unspecified) stands at -70.4
aDG glyco up result of `O=C(Nc1ccc(F)cc1)N[C@@H]1CC[C@@H](CCn2cc(-c3ccc(F)cc3)nn2)O[C@@H]1CO` stands at 0.0
HIF-2a block result of `CSCCC(c1nc2ccccc2[nH]1)n1c(-c2ccc(C)cc2)nc2ccccc21` (stereo unspecified) stands at -57.1

An excerpt of these results, with two lines to a compound.
Below each compound – aDG glyco up | HIF-2a block
Cc1ccc(S(=O)(=O)N2C3CCCCC3O[C@H]2CC(=O)Oc2ccccc2)cc1 (stereo partly specified)
→ 1.7 | 1.3
O=C(Nc1ccc(F)cc1)N[C@@H]1CC[C@@H](CCn2cc(-c3ccc(F)cc3)nn2)O[C@@H]1CO
→ 0.0 | -14.8
Cn1cc([C@]2(O)C(=O)Nc3c(F)cccc32)c2ccccc21
→ 0.8 | 11.8
Cc1ccc(S(=O)(=O)N2C3CCCCC3O[C@H]2CC(=O)OCc2ccccc2)cc1 (stereo partly specified)
→ 0.0 | 3.5
O=C(NCc1ccccc1)C1C(=O)Nc2ccccc2C(=O)N1c1ccc2c(c1)OCCO2 (stereo unspecified)
→ -0.1 | -70.4

Continued:
molecule	aDG glyco up	HIF-2a block
COc1ccc(CCC(=O)N2c3ccccc3N=C(c3ccc4c(c3)OCO4)C2C(=O)Nc2ccc(OC)cc2)cc1 (stereo unspecified)	-0.1	-28.5
CCOC(=O)C1=CCN(S(=O)(=O)c2ccc(F)cc2)C1c1ccc(F)cc1 (stereo unspecified)	-0.1	4.2
COC(=O)C1(C(=O)OC)c2ccccc2N(S(=O)(=O)c2ccc(C)cc2)C1CC(C)=O (stereo unspecified)	0.1	24.1
CC(=O)/C=C1\OCc2ccccc21	0.2	-22.2
Cc1cccc(C)c1NC(=O)C(c1ccc(C(F)(F)F)cc1)n1c(=O)c(-c2ccco2)nc2ccccc21 (stereo unspecified)	-0.1	7.0
N#Cc1ccc(C(C(=O)NC2CCCCC2)n2c(=O)c(-c3cc4ccccc4[nH]3)nc3ccccc32)cc1 (stereo unspecified)	1.3	-12.6
O=C(Nc1c(-c2ccccc2)[nH][nH]c1=O)c1cnccn1	-0.4	12.3
Cc1ccc(S(=O)(=O)N2C(c3ccc(Cl)c(Cl)c3)CC=C(C(=O)O)C2c2cccc(Cl)c2)cc1 (stereo unspecified)	-0.4	13.0
C=C[C@@H](c1ccccc1)[C@](C)(O)C(=O)O	0.0	7.2
